Source: PubChem (several laboratories)
Hck Nef HTS = inhibitors of Nef-activated human Hck kinase, primary screen, biochemical, Z-Lyte FRET, 384-well, Hck-YEEI | inhibition, % at 20 µM | Recombinant Hck-YEEI plus Nef, Z-Lyte FRET kinase assay | 220,000 compounds, 0.68% hits | AID 463187, 2010;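 active = Hck-Nef kinase inhibition above about 50%, limit read from the data; inactive = inhibition below that limit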;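 note: 0% = DMSO with Hck plus Nef and 100% = Hck alone without Nef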
EP2 modulator = EP2 receptor modulators, cAMP readout, primary screen, cell-based, HTRF cAMP, PGE2 stimulation; induction, % at 25 µM; Prostaglandin E2 receptor EP2 subtype (Homo sapiens), P43116; 260,000 compounds, 0.83% hits; EP2-expressing cells, cAMP HTRF FRET, PGE2 co-stimulation;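 active = compounds whose cAMP rise, as percent of the full-agonist control response, exceeds 60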;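 note: rat C6 glioma line stably carrying human EP2 under a CMV promoter; the protocol text gives 20 µM as final concentration; 100% = response of wells given 1 µM PGE2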
Target sequence (P43116 whole entry, looked up): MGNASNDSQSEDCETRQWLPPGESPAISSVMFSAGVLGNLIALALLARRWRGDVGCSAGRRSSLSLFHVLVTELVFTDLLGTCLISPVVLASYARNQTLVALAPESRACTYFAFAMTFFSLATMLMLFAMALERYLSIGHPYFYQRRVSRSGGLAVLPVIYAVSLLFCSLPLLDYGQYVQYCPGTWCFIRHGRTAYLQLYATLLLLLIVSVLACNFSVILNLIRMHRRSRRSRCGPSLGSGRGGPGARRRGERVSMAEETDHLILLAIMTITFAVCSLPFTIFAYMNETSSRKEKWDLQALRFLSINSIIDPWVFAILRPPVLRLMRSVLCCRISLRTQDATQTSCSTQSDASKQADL
zVAD death inh = inhibitors of zVAD-triggered necroptosis, primary screen, L929 cells; L929 zVAD necroptosis rescue, ATP luminescence, 24 h; with zVAD 60 µM; viability rescue, % at 10 µM; 220,000 compounds, 0.38% hits; AID 1377, 2008;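 active = activation, scaled between plate controls, above about 75%, limit read from the data; inactive = activation under that limit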;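 note: 0% = zVAD with DMSO and 100% = DMSO alone without zVAD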
14-3-3 Bad inh = inhibitors of 14-3-3 zeta/Bad binding, primary screen, biochemical, TR-FRET, bovine 14-3-3 zeta; inhibition, % at 21.7 µM; 220,000 compounds, 0.71% hits; 14-3-3 protein zeta/delta (Bos taurus), P63103; TR-FRET 14-3-3zeta/Dy647-pBad peptide displacement, 1 h;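 active = inhibition above about 70%, limit read from the data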;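 note: 0% = full 14-3-3 plus peptide FRET controls and 100% = background without 14-3-3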
Target sequence (P63103 whole entry, looked up): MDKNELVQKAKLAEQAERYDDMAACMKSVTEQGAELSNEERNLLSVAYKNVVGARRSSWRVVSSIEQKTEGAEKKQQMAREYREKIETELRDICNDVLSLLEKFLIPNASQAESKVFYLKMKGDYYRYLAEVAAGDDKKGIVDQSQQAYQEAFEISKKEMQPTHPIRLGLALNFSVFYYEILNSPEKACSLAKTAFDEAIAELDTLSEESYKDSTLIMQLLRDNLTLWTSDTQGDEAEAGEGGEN
EP2 antag = human EP2 receptor antagonists, primary screen, TR-FRET cAMP, C6 glioma cells; C6 glioma cells expressing human EP2; cells stimulated with saturating PGE2; inhibition, % at 25 µM; 260,000 compounds, 0.52% hits;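 active = percent inhibition above 40 after rounding to a whole number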;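 note: rat C6 glioma host cells with rolipram phosphodiesterase inhibitor present; the protocol text gives 20 µM as final concentration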
TbHK1 inh = Trypanosoma brucei hexokinase 1 inhibitors, primary screen, biochemical, G6PDH-coupled NADH absorbance, MLSCN library. hexokinase 1 [Trypanosoma brucei]. 220,000 compounds, 0.11% hits. AID 1430, 2008. recombinant TbHK1, G6PDH-coupled NADH A340. inhibition, % at 10 µM;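 active = inhibition of 50% or more in the single-dose primary screen; inactive = inhibition below 50%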
Calpain2 inh = inhibitors of pig calpain II, primary screen, biochemical, fluorogenic peptide substrate, 1536-well; purified calpain II, 30 min; 220,000 compounds, 0.37% hits; inhibition, % at 16 µM;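 active = inhibition above about 50%, limit read from the data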
Rad51 HR inh = human RAD51 strand exchange inhibitors, primary screen, biochemical, fluorescence; hRad51 DNA strand exchange, fluorescence dequenching; DNA repair protein RAD51 homolog 1 (Homo sapiens), Q06609; 200,000 compounds, 0.085% hits; inhibition, % at 10 µM;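 active = inhibition above 40% at the single screening dose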;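 note: 0% = DMSO control wells and 100% = blanks with heterologous ssDNA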
Target sequence (Q06609 whole entry, looked up): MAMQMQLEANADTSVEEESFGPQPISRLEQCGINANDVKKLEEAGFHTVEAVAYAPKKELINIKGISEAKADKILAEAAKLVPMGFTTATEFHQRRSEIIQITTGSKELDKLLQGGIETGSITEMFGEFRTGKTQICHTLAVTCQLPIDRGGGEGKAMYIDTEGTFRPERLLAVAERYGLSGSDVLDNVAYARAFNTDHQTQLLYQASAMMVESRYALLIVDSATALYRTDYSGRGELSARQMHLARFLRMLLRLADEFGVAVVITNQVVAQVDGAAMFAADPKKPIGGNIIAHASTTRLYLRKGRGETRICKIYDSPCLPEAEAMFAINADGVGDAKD
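Test system – preformed human Rad51 ssDNA filaments · Reagent – Donor/quencher-labelled 47-bp dsDNA substrate · Incubation – 37 °C 15-min filament assembly, 30-min compound preincubation, 15-min exchange · Signal – FRET fluorescence dequenching, excitation 485 nm, emission 520 nm · Read-out – percent inhibition from fluorescence, normalised to plate control and blank means · Benchmarks – plate control and blank wells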
eIF4E 4G PPI = eIF4E–eIF4G protein interaction inhibitors, primary screen, biochemical, uHTS, TR-FRET, eIF4GI fragment; Eukaryotic translation initiation factor 4E (Mus musculus) + Eukaryotic translation …; TR-FRET eIF4E-eIF4GI(517-606) binding, 2 h; inhibition, % at 21.7 µM; 220,000 compounds, 0.37% hits; AID 782, 2007;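 active = inhibition above about 30%, limit read from the data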;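 note: 0% = full FRET control wells and 100% = background wells lacking eIF4GI fragment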
Starred values were filed as active, the others as inactive; / = no result given; & = joins results of further samples; [ ] = dose if it differs, or a comment. Some of the compounds tested; count on the stated rates, not on these rows.

cpd	SMILES	Hck Nef HTS	EP2 modulator	zVAD death inh	14-3-3 Bad inh	EP2 antag	TbHK1 inh	Calpain2 inh	Rad51 HR inh	eIF4E 4G PPI
1	COC(=O)C1=C(C)N(C)C(=O)NC1c1ccc(C)cc1 (stereo not given)	3	25	0.6	2	7	5	-19	2	-3
2	O=C(CSc1nnnn1-c1ccccc1)N1N=CCC1c1ccccc1 (stereo not given)	1	5	14	4[fluorescence artefact?]	16	-6	-14	-7	4
3	CCCOc1ccc2c(=O)c(N3C(=O)c4ccccc4C3=O)c(C)oc2c1	1	16	-0.1	8	1	-11	27	5	8
4	COc1ccc(S(=O)(=O)NC2CC2)cc1C(=O)N1CCOCC1	-16	4	1.5	1	12	-7	9	-3	3
5	COc1cc(Br)c(CC(=O)O)cc1OC	/	13	/	5	3	/	-12	-8	3
6	COc1ccc(CN2C(=O)c3cccnc3C2Nc2ccc(OC)c(Cl)c2)cc1 (stereo not given)	3	7	0.4	83*	8	-3	-118	-4	-4
7	COc1cc(/C=N/OCC(=O)Nc2cc(C)cc(C)c2)ccc1OCc1ccc(Cl)cc1	-2	-28	6.7	8[fluorescence artefact?]	7	24	7	-7	-4[fluorescence artefact?]
8	CNC(=O)CN1C(=O)c2cccc3cccc1c23	-1	20&-2	0.7	-13	12&12	-23	-116	-2	6
9	Cc1ccc(C)c(NC(=O)CSc2nnc(-c3ccco3)o2)c1	-4	7	5.1	-8	5	-1	-8	3	1
10	COc1cccc(/C=N/NC(N)=S)c1OCc1ccccc1Cl	4	36	0.4	-30	5	24	-2	-1	2
11	CN1CCN(C(=O)/C(C#N)=C/c2ccc(F)cc2)CC1	-3	-11	-0.3	-5	1	-5	8	2	4
12	O=c1cc(CSc2ccccn2)nc(N2CCN(c3ccccc3)CC2)[nH]1	-4	55	5.0	-1	5	2	-22	1	-3
13	COc1cc(OC)cc(C(=O)N2c3ccc(F)cc3CCC2C)c1 (stereo not given)	3	15	-0.1	6	10	-4	-10	3	-3
14	Cc1nc2ccc(NC(=O)C3COc4ccccc4O3)cc2s1 (stereo not given)	17	-8	-0.7	-1	7	8	-5	7	0
15	COc1ccc(CNC(=O)Cc2nn(C)c(=O)c3ccccc23)cc1	-1	3	0.4	1	8	2	-20	-4	-2

Compound profiles (already shown). Order of screens: Hck Nef HTS | EP2 modulator | zVAD death inh | 14-3-3 Bad inh | EP2 antag | TbHK1 inh | Calpain2 inh | Rad51 HR inh | eIF4E 4G PPI
COC(=O)C1=C(C)N(C)C(=O)NC1c1ccc(C)cc1 (stereo not given) as listed: 3 | 25 | 0.6 | 2 | 7 | 5 | -19 | 2 | -3
Cc1nc2ccc(NC(=O)C3COc4ccccc4O3)cc2s1 (stereo not given) as listed: 17 | -8 | -0.7 | -1 | 7 | 8 | -5 | 7 | 0
COc1cc(/C=N/OCC(=O)Nc2cc(C)cc(C)c2)ccc1OCc1ccc(Cl)cc1 as listed: -2 | -28 | 6.7 | 8[fluorescence artefact?] | 7 | 24 | 7 | -7 | -4[fluorescence artefact?]

(next part)
cpd	SMILES	Hck Nef HTS	EP2 modulator	zVAD death inh	14-3-3 Bad inh	EP2 antag	TbHK1 inh	Calpain2 inh	Rad51 HR inh	eIF4E 4G PPI
16	COCCNC(=O)C1c2ccccc2C(=O)N(CCOC)C1c1ccc(F)cc1 (stereo not given)	0	-13	1.2	16	10	5	-3	6	1[fluorescence artefact?]
17	O=C(CCc1nnc(C2CCCCC2)o1)N1CCC(Oc2cccnc2)CC1	29	2	3.6	1	5	4	20	1	-1
18	O=c1[nH]c2ccccc2nc1/C=C(\O)C1CC1	10	-42	0.7	-22	9	21	-20	/	0
19	CCN(CC)S(=O)(=O)c1cc(NC(=O)COC(=O)c2ccc(NC(=O)CC#N)cc2)ccc1C	6	-33	1.6	-22	8	5	-127	-6	-4
20	CCS(=O)(=O)N1CCC(C(=O)NCc2ccc(F)cc2Cl)CC1	1	6	0.2	-11[fluorescence artefact?]	7	4	-4	-4	7[fluorescence artefact?]
21	O=C(C1CC(c2ccccc2O)=NO1)N1CCCC1 (stereo not given)	4	-2&-42	-0.9	0	2&7	0	10	4	8
22	CC(C)c1ccc(NC(=S)NNC(=O)c2cccs2)cc1	18	-6	1.3	-22	7	-4	-21	-9	-3
23	Fc1ccccc1COc1ccc(-c2nnn(Cc3ccccc3F)n2)cc1	0	17	1.2	0	10	-3	-12	3	1
24	O=C(CCS(=O)(=O)c1ccccc1)Nc1ccccc1F	-12	-36	2.2	-1	7	0	11	3	1
25	Cc1ccc(C(=O)NN(CCC(=O)NC(C)(C)C)C2=NS(=O)(=O)c3ccccc32)cc1	-1	18	2.1	-5	13	28	0	-3	-1[fluorescence artefact?]
26	CC12C=CC3(O1)C(C(=O)N1CCCOC13)C2C(=O)O (stereo not given)	13	21	-1.4	-4	3	-1	24	-10	1
27	CC(=O)N=C1SC2CS(=O)(=O)CC2N1c1ccccc1Cl (stereo not given)	3	-10	0.0	-14	12	8	-38	9	2
28	O=C(O)c1cccc(-c2ccc(/C=c3/sc4nc5ccccc5n4c3=O)o2)c1	-35	-14	0.2	68	15	15	7	-390	39*
29	CCc1nnc(NC(=O)C2Cc3ccccc3CN2S(=O)(=O)CC)s1 (stereo not given)	6	-5	1.1	5	10	6	22	-6	-5
30	COc1ccccc1NC(=O)Cn1nnc(-c2ccccc2NS(=O)(=O)c2ccccc2)n1	-1	-14	0.7	-2[fluorescence artefact?]	7	-2	25	/	2

Given with values under each structure: entries from further up.
Results follow in this order: Hck Nef HTS | EP2 modulator | zVAD death inh | 14-3-3 Bad inh | EP2 antag | TbHK1 inh | Calpain2 inh | Rad51 HR inh | eIF4E 4G PPI
(16) COCCNC(=O)C1c2ccccc2C(=O)N(CCOC)C1c1ccc(F)cc1 (stereo not given)
 : 0 | -13 | 1.2 | 16 | 10 | 5 | -3 | 6 | 1[fluorescence artefact?]
(17) O=C(CCc1nnc(C2CCCCC2)o1)N1CCC(Oc2cccnc2)CC1
 : 29 | 2 | 3.6 | 1 | 5 | 4 | 20 | 1 | -1

Continued.
cpd	SMILES	Hck Nef HTS	EP2 modulator	zVAD death inh	14-3-3 Bad inh	EP2 antag	TbHK1 inh	Calpain2 inh	Rad51 HR inh	eIF4E 4G PPI
31	O=C(NCCN1CCc2ccccc2C1)Nc1ccc(F)cc1	-1	-11	0.8	-3	9	0	-9	0	4
32	CCCS(=O)(=O)N1CCCC(c2nc(-c3ccc(OC)cc3)no2)C1 (stereo not given)	4	6	-0.1	-5	-1	-3	-38	1	-9
33	CCCc1ccc(-c2cc(C(=O)N/N=C/c3ccc([N+](=O)[O-])o3)c3ccccc3n2)cc1	2	6	-0.8	-1	/	-17	-325	/	-3
34	O=C(Cn1c(=O)oc2cc(S(=O)(=O)N3CCCC3)ccc21)NC1CCCc2ccccc21 (stereo not given)	0	2	0.7	37[fluorescence artefact?]	/	3	3	/	3
35	Cc1ccc(-c2csc3ncnc(SCC(=O)O)c23)cc1	14	23	0.8	-7	10	-6	-8	-8	-4
36	CCN(c1ccccc1)S(=O)(=O)c1ccc(Cl)c(NC(=O)Nc2ccc(Cl)cc2C#N)c1	4	61*	1.0	-1[fluorescence artefact?]	3	2	-33	21	22
37	COc1ccc2c(c1)c(CC(=O)Nc1cccc(S(N)(=O)=O)c1)c(C)n2C(=O)c1ccc(Cl)cc1	28	-22	0.2	1	5	-18	-16	3	-11
38	COc1cc(S(=O)(=O)Nc2cccc(C(=O)O)c2)c(OC)cc1Cl	-1	-9	1.4	-5	5	2	-4	1	2
39	Cn1cnc2cc(NCc3cccs3)ccc21	12	-32	-0.2	7	12	5	3	2	8
40	COc1ccc(C2CC(=O)C3=C(C2)Nc2ncnn2C3c2ccccc2C)c(OC)c1 (stereo not given)	-3	-6	0.2	5[fluorescence artefact?]	10	-7	-7	5	1
41	NC1=NC(c2ccc(F)cc2)n2c(nc3ccccc32)N1 (stereo not given)	4	-11	0.1	0	6	9	-3	1	-1
42	Cc1ccnc(NC(c2ccsc2)c2ccc3ccc(C)nc3c2O)c1 (stereo not given)	34	-2	0.1	-28	6	3	-17	-2	5
43	O=C(O)CCCCCCCCCC(=O)c1cccs1	-1	53	0.1	9	2	26	11	-2	2
44	Cc1cc(Oc2ccc(-c3ccccc3)cc2)nc(N2CCOCC2)n1	-2	30	0.2	12	8	-8	-43	-9	9
45	COc1ccc(OC)c(NC(=O)C2CCCN(S(=O)(=O)c3cccc4nonc34)C2)c1 (stereo not given)	1	-12	0.2	-6	6	-7	-25	-6	-13
46	Cc1cc2ccccc2n1CCNC(=O)Cc1ccccc1	1	-20	0.6	1	10	-2	-8	1	1[fluorescence artefact?]
47	CSc1cccc(CN2CCC(CO)(Cc3ccccc3)CC2)c1	15	-46	0.3	-8	8	2	-8	-78	2
48	O=C1ON=C(c2ccccc2)/C1=C/c1ccco1	48	-54	2.9	-1	96*	12	-38	3	4
49	Cc1nc2nc(SCC(=O)NCCN3CCOCC3)nn2c(C)c1Cc1ccccc1	2	2	-0.5	0[fluorescence artefact?]	6	-3	6	-7	-11
50	Cc1cc(C)nc(SCC(=O)Nc2ccc(Br)cn2)n1	2	-17	-0.2	5[fluorescence artefact?]	16	3	-3	/	0[fluorescence artefact?]
51	CCC(C)NC(=O)c1ccccc1NC(=O)/C(=C/c1ccc(OC)cc1)c1ccccc1 (stereo not given)	5	36	1.3	6	10	-12	-9	-2	-2
52	COC(=O)c1ccc(NC(=S)NCCc2ccc(OC)cc2)cc1	2	-54	0.7	-3	16	-4	-1	-1	0
53	Cc1nnc(SCC(=O)N2CCN(c3ccccc3)CC2)n1-c1ccccc1	0	-2	0.5	6[fluorescence artefact?]	-1	5	-16	6	4[fluorescence artefact?]
54	C/C=C(/C)C(=O)OC1c2c(ccc3ccc(=O)oc23)OC(C)(C)C1OC(C)=O (stereo not given)	1	-29	-0.4	10	35	-10	-23	8	-2

Copied from the listing (2 entries):
cpd	SMILES	Hck Nef HTS	EP2 modulator	zVAD death inh	14-3-3 Bad inh	EP2 antag	TbHK1 inh	Calpain2 inh	Rad51 HR inh	eIF4E 4G PPI
53	Cc1nnc(SCC(=O)N2CCN(c3ccccc3)CC2)n1-c1ccccc1	0	-2	0.5	6[fluorescence artefact?]	-1	5	-16	6	4[fluorescence artefact?]
54	C/C=C(/C)C(=O)OC1c2c(ccc3ccc(=O)oc23)OC(C)(C)C1OC(C)=O (stereo not given)	1	-29	-0.4	10	35	-10	-23	8	-2
